USP2a inh: blocks human ubiquitin-specific protease USP2a; O75604; USP2a enzymatic assay, qHTS inhibition; Potency, µM (doses to about 38.3 µM), for the others: top-dose activity change, negative = inhibition, hits mostly inhibitors; hit rate 0.1% among 60,000;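 note: potency is the fitted concentration of half-maximal effect; nearly all actives have a fitted effect of over 60% in size; plate controls were DMSO for no effect and NEM full inhibition control for full effect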
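USP2 core (20nM final) preincubated 30 min RT with compound, then Ub-PLA2 20nM and NBD C6-HPC 20uM final added; buffer 20mM Tris-HCl pH 8.0, 2mM CaCl2. Fluorescence Ex 460/Em 535 read at 0 and 2.5 h; normalized to NEM.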
15-hLO inh: blocks human 15-lipoxygenase activity | P16050 | purified 15hLO-1, xylenol orange hydroperoxide absorbance | Potency, µM (top dose mostly 57.1 µM), for the others: top-dose activity change, negative = inhibition, usual class: inhibitors | hit rate 1.4% among 74,000; note: potency is the fitted concentration of half-maximal effect; % is set by controls: 0 for no effect and ±100 for the full control effect; nearly all actives have a fitted effect of over 55% in size
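Purified human 15hLO-1 (40 nM final) in 25 mM Hepes pH 7.5, 0.01% Triton X-100 was preincubated with compound 15 min at room temperature, then reacted 6 min with 50 uM arachidonic acid; hydroperoxide detected by Fe-XO, 573/405 nm absorbance ratio.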
BRCT PPI green: inhibitors of human BRCA1 BRCT-phosphoprotein interaction (green fluorophore); P38398; Potency, µM (highest dose often 76.9 µM), without a hit: at the top dose activity change, negative = inhibition, hits mostly inhibitors; hit rate 0.05% among 75,000; BRCA1 BRCT-phosphopeptide binding, green fluorescence polarization;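 note: potency is the fitted concentration of half-maximal effect; plate controls were peptide without protein for full effect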
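Fluorescence polarization: His-tagged BRCT (~35 kDa BRCA1 C-terminus, 250 nM) bound to 100 nM fluorescein-labeled phosphorylated 10-aa BACH1 peptide, pH 7.3 phosphate buffer with DTT and Tween 20. Compounds incubated 12 min at room temperature; inhibition read as lowered polarization.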
Casp7 inh: allosteric or competitive inhibitors of human caspase-7; P55210; hit rate 0.02% among 75,000; recombinant caspase-7, Ac-DEVD-AFC fluorescence rate; Potency, µM (top dose mostly 57.5 µM), for inactives: at the top dose activity change, negative = inhibition, usual class: inhibitors; active = well fitted inhibition curve with a large enough effect in the main read-out, with a control signal flat, not every such curve was filed as active; inconclusive = small, poorly fitted or top-dose-only effect, or a change in a side signal; note: potency is the fitted concentration of half-maximal effect; % of control where 0% means no effect
Target sequence (P55210 24-198 limits assumed): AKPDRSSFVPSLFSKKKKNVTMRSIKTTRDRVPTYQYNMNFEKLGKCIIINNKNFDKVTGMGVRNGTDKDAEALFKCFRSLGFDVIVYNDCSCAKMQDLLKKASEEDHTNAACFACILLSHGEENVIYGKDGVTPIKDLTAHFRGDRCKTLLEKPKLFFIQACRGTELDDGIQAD
Target sequence (P55210 207-303 limits assumed): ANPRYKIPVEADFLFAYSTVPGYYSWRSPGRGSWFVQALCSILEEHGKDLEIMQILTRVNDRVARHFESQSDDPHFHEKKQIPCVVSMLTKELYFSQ
Rhodamine fluor: rhodamine region autofluorescence | hit rate 0.05% among 59,000 | max dye-equivalent concentration, M | Rhodamine-region fluorescence, 547/598 nm, Tris buffer; stronger effect = higher value | AID 594; in the data active = max dye-equivalent concentration above about 11 nM; inconclusive = between about 1.1 nM and that limit
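Steps: pin-transfer compounds into pH 8.0 Tris (100 mM), hold 15 min at room temperature, image with a 547/598 nm filter pair, and convert intensities to rhodamine-equivalent concentration using a six-point on-plate rhodamine series.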
Pol III holo inh: inhibitors of bacterial DNA polymerase III holoenzyme; reconstituted DNA polymerase III holoenzyme replication, biochemical; AID 603; hit rate 0.25% among 71,000; Potency, µM (doses to about 57.1 µM), without a hit: top-dose activity change, negative = inhibition; note: potency is the fitted concentration of half-maximal effect; % is set by controls: 0 for no effect and ±100 for the full control effect
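Reconstituted *E. coli* holoenzyme (0.35 nM Pol III, 1 nM beta, 154 nM SSB, 2 nM primase) was preincubated with compound for 15 min at RT. Synthesis on 1.4 nM ssM13Gori ran 35 min, then was stopped with PicoGreen/EDTA and read as dsDNA fluorescence.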
HEK293 cAMP cs: parental HEK293 cAMP activation (counter-screen) | Potency, µM (titrated, usually from 57.1 µM), for inactives: at the highest dose activation, hits mostly activators | parental HEK293 CNG cAMP sensor, membrane potential fluorescence | hit rate 2.5% among 73,000 | AID 938; note: potency is the fitted concentration of half-maximal effect; % of control where 0% means no effect; nearly all actives have a fitted effect of over 55% in size
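Counterscreen for endogenous-receptor signalling: CNG-channel HEK 293 cells report cAMP rise by membrane depolarization. After 60 min dye equilibration with 100 uM RO 20-1724, compounds incubated 30 min before bottom-read fluorescence at 590 nm.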
HADH2 inhib: HADH2 (human) dehydrogenase inhibition | Q99714 | recombinant HADH2, NADH fluorescence, beta-hydroxybutyryl-CoA | Potency, µM (top dose mostly 57.1 µM), inactives show at the highest dose activity change, negative = inhibition, usual class: inhibitors | hit rate 3.4% among 73,000; note: potency is the fitted concentration of half-maximal effect; % is set by controls: 0 for no effect and ±100 for the full control effect; nearly all actives have a fitted effect of over 60% in size; many of its hits are not listed in these tables
Target sequence (Q99714 whole entry, looked up, one chain of several): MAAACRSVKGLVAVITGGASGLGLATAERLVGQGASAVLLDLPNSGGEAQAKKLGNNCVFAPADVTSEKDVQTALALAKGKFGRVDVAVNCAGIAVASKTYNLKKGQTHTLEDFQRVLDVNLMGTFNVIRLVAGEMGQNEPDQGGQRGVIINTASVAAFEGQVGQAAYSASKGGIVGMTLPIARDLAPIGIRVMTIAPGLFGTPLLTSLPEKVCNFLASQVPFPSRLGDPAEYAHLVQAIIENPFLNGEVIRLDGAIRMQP
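His-tagged recombinant enzyme from E. coli, 20 nM, preincubated 15 min RT with compound; reaction started with 1 mM NAD+ and 90 uM beta-hydroxybutyryl-CoA in 100 mM Tris-HCl pH 9.0. NADH fluorescence (ex 360/em 450) read over 4 min; last-minus-first difference.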
Caspase-1 inhib: allosteric or competitive inhibitors of human caspase-1. Caspase-1 enzyme, Ac-WEHD-AFC fluorogenic rate. Potency, µM (highest dose often 57.5 µM), without a hit: at the top dose activity change, negative = inhibition, hits mostly inhibitors. hit rate 0.03% among 75,000. AID 900;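 note: potency is the fitted concentration of half-maximal effect; plate controls were vehicle for no effect and no substrate for full effect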
Target sequence (P29466 120-297 limits assumed): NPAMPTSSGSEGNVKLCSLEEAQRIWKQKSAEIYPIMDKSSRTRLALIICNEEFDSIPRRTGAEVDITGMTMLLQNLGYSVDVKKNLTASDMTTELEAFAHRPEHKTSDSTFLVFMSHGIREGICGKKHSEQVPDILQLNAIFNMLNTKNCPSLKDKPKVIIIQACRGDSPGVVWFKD
Target sequence (P29466 317-404 limits assumed): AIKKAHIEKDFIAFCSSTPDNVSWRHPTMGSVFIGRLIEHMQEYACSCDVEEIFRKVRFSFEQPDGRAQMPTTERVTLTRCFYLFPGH
BRCT inh red: disrupts BRCA1 BRCT binding to phosphoprotein, red fluorophore readout; P38398; BRCT-phosphopeptide binding, red fluorescence polarization; Potency, µM (titrated, usually from 76.9 µM), without a hit: at the highest dose activity change, negative = inhibition, usual class: inhibitors; hit rate 0.03% among 75,000; AID 892; note: % is set by controls: 0 for no effect and ±100 for the full control effect
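Fluorescence polarization: 100 nM His-tagged BRCA1 BRCT with 100 nM TAMRA-labelled phospho-BACH1 decapeptide, phosphate buffer pH 7.3 with 150 mM NaCl, DTT, 0.01% Tween 20; 12 min RT. Binding inhibition seen as FP decrease.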
Tau fil binding: binds recombinant human tau filaments. AID 596. Potency, µM (highest dose often 57.1 µM), for inactives: at the top dose activity change, negative = inhibition. hit rate 2% among 71,000. recombinant tau filaments, thioflavin S fluorescence, 15 h; filaments grown with octadecylsulfate alongside compound. P10636;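 note: potency is the fitted concentration of half-maximal effect; % is set by controls: 0 for no effect and ±100 for the full control effect; actives lower thioflavin S fluorescence by blocking filaments or displacing dye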
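ThS-based fibril read: tau 1 uM final, inducer ODS 30 uM final, 37 C for 15 h, ex 450/em 510 nm.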
Starred values were filed as active, the others as inactive; i = inactive; ? = inconclusive; / = no result given; [ ] = remark or other dose. Unless noted, calls come from the whole dose curve; as a rule, active = well fitted curve in the direction sought with a large enough effect; inconclusive = small, poorly fitted or top-dose-only effect, or another doubt; inactive = no such curve, though single readings can be large; an effect the other way counts as inactive or inconclusive. Only part of the results is shown, so the mix of outcomes need not match the whole.

1. CCN(CC)C(=O)c1sc(N)c(C#N)c1C
2. O=C(Cn1cc2c(n1)CCCC2)NCc1cccs1
3. COc1ccc2oc(-c3ccccc3)c(C(=O)N3CCOCC3)c2c1
4. Cc1ccc(C2C(C#N)=C(N)Oc3cc4c(cc32)OCO4)cc1 (stereo not drawn)
5. CCOC(=O)c1sc2ncn(/N=C/c3ccccn3)c(=O)c2c1C
6. CCCCN(C)Cc1c(C)[nH]c2c(Cl)cccc2c1=O
7. COc1ccc2[nH]cc(CCNc3ncnc4ccc(-c5cccc(C#N)c5)cc34)c2c1
8. C[C@@H](C(=O)O)[C@H]1C[C@]1(C)[C@H](NC(=O)OCc1ccccc1)c1ccccc1

assay / compound	1	2	3	4	5	6	7	8
USP2a inh	2%	/	10%	5%	11%	-24%	86%[activator]	/
15-hLO inh	-4%	0%	0%	?	8%	14%	5%	/
BRCT PPI green	-1.7%	-1.4%	-0.8%	1.8%	-2.0%	-0.3%	-1.3%	-2.4%
Casp7 inh	-1%	-1%	-2%	-19%	1%	-2%	-4%	0%
Rhodamine fluor	/	/	/	i	/	i	i	/
Pol III holo inh	2%	1%	3%	2%	6%	3%	-2%	-6%
HEK293 cAMP cs	?	1%	3%	24%	1%	24%	-37%[inhibitor]	?
HADH2 inhib	?	-6%	32µM*	15%	1%	-6%	7%	1%
Caspase-1 inhib	-3%	-1%	-2%	?	-2%	1%	-2%	1%
BRCT inh red	-0.4%	-1.4%	-1.2%	0.4%	0.7%	-0.4%	-2.0%	-0.6%
Tau fil binding	3%	-26%	2%	47%	-2%	1%	-18%	10%

Entries of single compounds from above:
Record of `COc1ccc2[nH]cc(CCNc3ncnc4ccc(-c5cccc(C#N)c5)cc34)c2c1` → USP2a inh = 86%[activator]; 15-hLO inh = 5%; BRCT PPI green = -1.3%; Casp7 inh = -4%; Rhodamine fluor = i; Pol III holo inh = -2%; HEK293 cAMP cs = -37%[inhibitor]; HADH2 inhib = 7%; Caspase-1 inhib = -2%; BRCT inh red = -2.0%; Tau fil binding = -18%
Record of `CCOC(=O)c1sc2ncn(/N=C/c3ccccn3)c(=O)c2c1C` → USP2a inh = 11%; 15-hLO inh = 8%; BRCT PPI green = -2.0%; Casp7 inh = 1%; Rhodamine fluor = /; Pol III holo inh = 6%; HEK293 cAMP cs = 1%; HADH2 inhib = 1%; Caspase-1 inhib = -2%; BRCT inh red = 0.7%; Tau fil binding = -2%

Next structures follow.
9. CC(=O)Nc1ccc(NC(=O)CN(C)CCC#N)cc1
10. COc1ccccc1NC(=O)COc1ccc(CO)cc1Cl
11. COc1ccccc1CN(CC(=O)NCc1ccco1)C(=O)CNS(=O)(=O)c1ccccc1
12. COc1ccc(CCNC(=O)C2CCCN(S(C)(=O)=O)C2)cc1OC (stereo not drawn)
13. COc1ccc(Cn2c(CCC(=O)Nc3ccc(CC#N)cc3)nc3cccnc32)cc1
14. COCc1ccc2oc(C(=O)O)cc2c1
15. Cn1c(NC(=O)CC(C)(C)C)cc(=O)n(C)c1=O
16. COC(=O)C/C=C/C(C)C(OC)c1ccccc1Br (stereo not drawn)

assay / compound	9	10	11	12	13	14	15	16
USP2a inh	-5%	9%	14%	-5%	10%	-7%	/	/
15-hLO inh	11%	0%	2%	3%	-11%	-26%	-1%	2%[11.4 µM]
BRCT PPI green	-2.7%	-0.3%	0.6%	-0.6%	-4.0%	-3.1%	-2.1%	-2.6%[15.4 µM]
Casp7 inh	1%	-1%	-2%	1%	-2%	3%	-2%	-1%[11.5 µM]
Rhodamine fluor	/	i	i	i	i	i	/	/
Pol III holo inh	6%	-2%	-1%	-11%	-5%	-17%	-5%	/
HEK293 cAMP cs	14%	8%	?	-3%	14%	7%	10%	5%[11.4 µM]
HADH2 inhib	-8%	2%	0%	5%	20%	6%	?	-1%[11.4 µM]
Caspase-1 inhib	-3%	-1%	1%	-3%	2%	-6%	-2%	-2%[11.5 µM]
BRCT inh red	-1.2%	0.7%	1.8%	0.8%	-0.8%	-1.8%	-0.7%	0.5%[15.4 µM]
Tau fil binding	3%	3%	0%	-5%	132%	4%	3%	/

17. COc1cc([C@H](O)CO)ccc1O
18. OC(c1ccc(Cl)cc1)c1nnc(-c2ccccc2)o1 (stereo not drawn)
19. O=C(Nc1cccc(OC(=O)c2ccco2)c1)c1ccco1
20. CCOC(=O)N1CCN(C(=O)c2ccc3c(=O)n(Cc4ccc(OC)cc4)c(=S)[nH]c3c2)CC1
21. COc1ccc(-c2nnc(N(C)C(=O)c3cccnc3)s2)cc1
22. C=C(C)CSc1nnc(-c2ccccc2)n1N
23. CCCOC(=O)C1C2C=C[C@]3(CN(CCc4ccccc4)C(=O)[C@H]13)O2 (stereo partly drawn)
24. O=C(NCc1nc2ncc(Br)cc2[nH]1)c1ccccc1

assay / compound	17	18	19	20	21	22	23	24
USP2a inh	1%	2%	-5%	37%[activator]	1%	-6%	2%	-3%
15-hLO inh	-3%	-20%	-4%	-20%	-3%	-3%	6%	10%
BRCT PPI green	-1.3%	0.6%	-3.3%	-1.4%	-0.7%	-0.7%	-2.4%	-0.2%
Casp7 inh	1%	0%	1%	-15%	1%	-1%	-3%	-7%
Rhodamine fluor	i	i	i	i	i	i	i	i
Pol III holo inh	-8%	4%	-3%	2%	-3%	0%	-5%	-4%
HEK293 cAMP cs	0%	1%	6%	30%	6%	7%	2%	5%
HADH2 inhib	-10%	4%	-7%	-2%	4%	?	3%	-12%
Caspase-1 inhib	2%	0%	3%	-1%	1%	0%	-2%	-5%
BRCT inh red	1.3%	-1.9%	-2.1%	0.3%	-2.6%	1.6%	-0.5%	0.0%
Tau fil binding	-7%	2%	10%	277%	4%	-10%	-3%	7%

25. Cc1ccsc1C(=O)OC1CCOC1=O (stereo not drawn)
26. CCOc1ccccc1N1CCN(Cc2ccc(OC)c(OC)c2)CC1
27. O=C(O)CCC(=O)NC1CCCCC1NC(=O)CCC(=O)O (stereo not drawn)
28. O=C(CSc1n[nH]c(-c2cccnc2)n1)Nc1ccnc2ccccc12
29. COc1ccc(-n2c(=O)c(-c3cn(C)c4ccccc34)nc3cnc(N4CCNCC4)nc32)cc1
30. Cc1ccc(NS(=O)(=O)c2cc(C(=O)O)ccc2Cl)c(C)c1
31. CS(=O)(=O)N(CCc1ccccc1)CC(=O)Nc1ccc2c(c1)OCO2
32. COc1ccc(CNc2ccnc(-c3ccc(C(=O)N(C)C)cc3)n2)c(OC)c1

assay / compound	25	26	27	28	29	30	31	32
USP2a inh	-5%	9%[7.66 µM]	-4%[7.66 µM]	3%	108%[activator]	-1%	26%	122%[activator]
15-hLO inh	4%	-12%[11.4 µM]	-13%[11.4 µM]	-18%	8%	-2%	-5%	0%
BRCT PPI green	-2.0%	-3.0%	-1.7%	5.1%	2.9%	-2.1%	0.9%	-1.1%
Casp7 inh	-4%	0%	2%	0%	?	-2%	-9%	-4%
Rhodamine fluor	i	/	/	i	i	i	i	i
Pol III holo inh	-2%	-4%[11.4 µM]	-9%[11.4 µM]	-5%	-8%	-4%	-4%	1%
HEK293 cAMP cs	4%	15%[11.4 µM]	-1%[11.4 µM]	17%	?	3%	2%	0.79µM*
HADH2 inhib	0%	3%[11.4 µM]	8%[11.4 µM]	10%	-7%	1%	7%	10%
Caspase-1 inhib	-1%	-2%	1%	6%	?	-1%	-2%	-2%
BRCT inh red	0.3%	-0.2%	0.1%	0.3%	-0.3%	0.6%	-0.6%	0.7%
Tau fil binding	0%	2%[11.4 µM]	1%[11.4 µM]	19%	i	-1%	-28%	5%

33. O=C(CCN1c2ccccc2Sc2ccccc21)OCC(=O)N1CCN(C(=O)c2ccco2)CC1
34. COc1ccc(OC)c(N2Cc3cc(C)c(C)cc3C2)c1
35. COc1cc(C(C)=O)ccc1OCC(O)CNCC1(N2CCCCC2)CCCCC1 (stereo not drawn)
36. O=C(O)C1CC=CCC1C(=O)NC12CC3CC(CC(C3)C1)C2 (stereo not drawn)

assay / compound	33	34	35	36
USP2a inh	51%[activator]	17%	-1%	6%
15-hLO inh	-21%	-16%	1%	10%
BRCT PPI green	1.3%	-1.5%	-1.0%	-1.1%
Casp7 inh	-3%	-2%	0%	-1%
Rhodamine fluor	i	i	i	i
Pol III holo inh	3%	-1%	0%	-2%
HEK293 cAMP cs	1%	3%	23%	9%
HADH2 inhib	-6%	7%	4%	-10%
Caspase-1 inhib	-2%	-1%	1%	1%
BRCT inh red	-0.5%	-1.6%	1.4%	-0.7%
Tau fil binding	?	16µM*	0%	-4%
